# MBD2 DNA inh – MBD2-methylated oligo binding inhibition | AID 686964 | hit rate 0.31% among 370,000 | Q9UBB5 | inhibition, % at 4.4 µM | TR-FRET, MBD2 binding to methylated oligonucleotide; in the data active = inhibition above about 13%
# hgDAF12 agonist – agonists of H. glycines DAF-12 nuclear receptor. HEK293 GAL4-hgDAF12 UAS-luciferase reporter, agonist luminescence; normalized to butyrate control. activation, % at 6.8 µM. hit rate 1.8% among 370,000;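 active = activation above a cutoff set at the mean of all screened compounds plus 3 SD, cut at about 10% in these data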;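 also: 0% = DMSO wells and 100% = sodium butyrate wells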
# ADAM17 inh – inhibitors of human ADAM17 | P78536 | recombinant ADAM17, EDANS/DABCYL FRET peptide cleavage | inhibition, % at 6.95 µM | hit rate 0.83% among 370,000 | AID 720648;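 active = inhibition above the mean of compounds lying between control limits plus 3 SD, set per campaign, cut at about 8.5% in these data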;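 also: 0% = DMSO-only wells as the low control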
# DAX1 inh-1 – inhibitors of human orphan nuclear receptor DAX1 (NR0B1). AID 504766. hit rate 0.99% among 340,000. HEK293 Gal4-DAX1 luciferase reporter, luminescence. inhibition, % at 6.75 µM;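 active = inhibition above the mean over all tested compounds plus 3 SD, cut at about 4.2% in these data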;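 also: 0% = DAX1-transfected cells with DMSO and 100% = empty-vector control cells with DMSO; inhibition shows as a rise in luminescence from relieved DAX1 repression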
# SMARCA2 activ – SMARCA2 function activation, primary screen; MG213 cells, MMTV-luciferase reporter, dexamethasone, overnight; AID 652017; activation, % at 9.1 µM; hit rate 1% among 370,000; in the data active = activation above about 7.8%;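 also: 0% = vehicle wells and 100% = reference activator wells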
# DAX1 inh-2 – DAX1 (NR0B1) inhibition, primary screen. HEK293T StAR-luciferase reporter, SF-1/DAX-1 repression relief. inhibition, % at 6.8 µM. hit rate 1.1% among 370,000. AID 652010;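 active = inhibition above the mean over all tested compounds plus 3 SD, cut at about 3.6% in these data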;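 also: 0% = DAX-1 cells with DMSO and 100% = cells lacking DAX-1 with DMSO; higher inhibition means more luminescence from relief of DAX-1 repression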
# Rev-erbA mod – modulators of human Rev-erb alpha DNA binding | P20393 | Rev-erbα–FITC-DNA binding, fluorescence polarization, 90 min | activity, % at 10 µM | hit rate 0.79% among 370,000;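 active = activity above about 14%, limit read from the data; passing the limit was not always enough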;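 also: 0% = DMSO wells with 35 nM protein and 100% = DMSO wells with 750 nM protein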
# hcDAF12 agonist – H. contortus DAF-12 activation, primary screen; hit rate 1.4% among 370,000; activation, % at 6.8 µM; HEK293 hcDAF-12 lit1-tk-luc reporter, luminescence; 0% DMSO, 100% Δ7-dafachronic acid;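 active = activation above the mean of all tested compounds plus 3 SD, cut at about 5.5% in these data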;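 also: 100% = response to 3 µM Δ7-dafachronic acid high control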
# PLC-beta3 inh – inhibitors of human phospholipase C beta3; Purified PLC-beta3, fluorogenic substrate, fluorescence; hit rate 0.18% among 370,000; inhibition, % at 12.2 µM; AID 720704; in the data active = inhibition above about 11%;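 also: 0% = median of compound wells on plate and 100% = full blocker control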
# PLC-gamma1 inh – inhibitors of human phospholipase C gamma1. hit rate 0.84% among 370,000. inhibition, % at 12.2 µM. AID 720700. P19174. purified PLC-gamma1, fluorogenic substrate, fluorescence; in the data active = inhibition above about 9.5%
# Target sequence (P19174 whole entry, looked up): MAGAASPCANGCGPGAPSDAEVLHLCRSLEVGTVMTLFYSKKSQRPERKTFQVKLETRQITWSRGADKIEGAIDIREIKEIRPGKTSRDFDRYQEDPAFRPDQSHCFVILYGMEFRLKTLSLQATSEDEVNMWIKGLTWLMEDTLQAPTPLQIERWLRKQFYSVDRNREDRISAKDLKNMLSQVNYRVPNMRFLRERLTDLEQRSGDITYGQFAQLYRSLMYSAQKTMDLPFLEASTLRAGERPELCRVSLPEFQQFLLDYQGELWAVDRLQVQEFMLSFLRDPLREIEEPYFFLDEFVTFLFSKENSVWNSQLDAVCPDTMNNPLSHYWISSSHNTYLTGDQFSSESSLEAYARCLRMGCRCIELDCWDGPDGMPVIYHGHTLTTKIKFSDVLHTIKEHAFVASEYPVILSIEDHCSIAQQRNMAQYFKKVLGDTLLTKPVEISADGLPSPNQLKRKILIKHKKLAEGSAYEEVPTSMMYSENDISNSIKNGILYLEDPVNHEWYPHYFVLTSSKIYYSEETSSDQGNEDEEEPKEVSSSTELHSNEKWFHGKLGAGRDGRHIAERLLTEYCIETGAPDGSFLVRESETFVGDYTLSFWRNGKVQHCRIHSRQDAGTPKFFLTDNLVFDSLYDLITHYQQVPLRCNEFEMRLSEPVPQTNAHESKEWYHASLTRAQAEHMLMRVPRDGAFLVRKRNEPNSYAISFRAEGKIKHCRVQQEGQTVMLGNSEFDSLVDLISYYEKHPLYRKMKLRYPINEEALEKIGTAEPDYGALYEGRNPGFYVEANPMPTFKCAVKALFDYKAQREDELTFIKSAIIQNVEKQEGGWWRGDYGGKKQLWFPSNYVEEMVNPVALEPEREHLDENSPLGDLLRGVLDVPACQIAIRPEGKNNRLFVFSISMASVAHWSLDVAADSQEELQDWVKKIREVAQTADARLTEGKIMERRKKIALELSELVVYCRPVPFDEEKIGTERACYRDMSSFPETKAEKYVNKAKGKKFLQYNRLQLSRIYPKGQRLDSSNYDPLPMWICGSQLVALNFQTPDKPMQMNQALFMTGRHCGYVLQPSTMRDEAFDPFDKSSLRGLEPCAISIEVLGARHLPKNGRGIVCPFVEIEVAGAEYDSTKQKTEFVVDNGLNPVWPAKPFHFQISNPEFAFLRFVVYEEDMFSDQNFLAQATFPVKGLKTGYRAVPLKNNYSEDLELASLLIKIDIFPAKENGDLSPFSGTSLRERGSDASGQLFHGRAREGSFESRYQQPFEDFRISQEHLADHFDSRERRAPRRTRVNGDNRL
# ssDAF-12 act – activates DAF-12 receptor from parasite S. stercoralis | HEK293 ssDAF-12/GRIP1 lit1-tk-luc reporter, luminescence; % of 3 µM dafachronic acid response | activation, % at 6.8 µM | hit rate 1% among 370,000 | AID 652126;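 active = activation above the mean over all tested compounds plus 3 SD, cut at about 0.9% in these data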;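 also: 0% = DMSO-only wells and 100% = 3 µM delta7-dafachronic acid wells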
# * = called active by the depositor; / = no result given. Rows are unselected; 7.4% or so of the library scored in one or more.
Structure,MBD2 DNA inh,hgDAF12 agonist,ADAM17 inh,DAX1 inh-1,SMARCA2 activ,DAX1 inh-2,Rev-erbA mod,hcDAF12 agonist,PLC-beta3 inh,PLC-gamma1 inh,ssDAF-12 act
CC(=O)c1ccc(N(C(=O)CNC(=O)c2ccco2)C(C(=O)NC2CCCC2)c2ccc(C)o2)cc1 (stereo unspecified),-1,0.4,1,-1.4,-1,-0.3,-1,-1.1,-8,-4,-1.0
CCC1(C)Nc2ccccc2C(=O)N1O (stereo unspecified),-2,0.0,-91,-1.4,0,0.2,0,0.0,-94,-78,-0.7
COc1cc(S(=O)(=O)Nc2ccccc2C(=O)N2CCCCC2)ccc1NC(C)=O,0,2.0,-7,0.6,2,0.3,8,0.0,-8,1,-1.5
CCC[C@@H](CN[C@@H](CNC)C(C)C)NCCCCc1ccccc1,-1,-0.5,-4,0.4,0,0.1,0,-0.7,2,1,-0.8
Cc1cccc(NC(=O)c2ccc(C(=O)c3ccccc3)o2)c1,-2,7.6,-3,0.4,4,1.0,0,-0.7,-6,0,-1.1
CN(Cc1ccccc1)C(=O)c1cccc(NC(=O)Cc2ccc(NC(=O)C3CCN(C(=O)C4CC4)CC3)cc2)c1,-1,-0.2,-4,0.2,1,-0.8,-4,0.7,0,2,-0.5
Cc1noc(C)c1COc1ccc(C(=O)OCC(=O)Nc2ccc3c(c2)OCO3)cc1,-1,-0.1,0,-0.1,-3,-0.1,-4,0.0,-2,-8,-1.4
COc1cccc(OCCN2CCN(c3ncnc4c3cnn4-c3ccccc3)CC2)c1,0,-3.3,7,-1.4,-5,-1.2,6,1.0,0,3,-0.8
O=C(NCc1cccnc1)c1cc(C2CCCCN2C(=O)c2ccc3c(c2)CCO3)on1 (stereo unspecified),2,-0.5,-3,/,1,-0.2,-2,0.5,-1,1,-0.5
Cc1cccc([C@@H]2[C@@H]3C(=O)N(Cc4ccccc4)C(=O)[C@@H]3[C@]3(Cc4ccc(Cl)cc4)C(=O)N(c4cccc(Br)c4)C(=O)N23)c1,4,3.7,-5,-0.1,0,0.3,1,1.6,-1,2,-0.8
COc1ccc(OC)c(C2=Nn3c(nnc3-c3cc(OC)c(OC)c(OC)c3)SC2)c1,7,-3.0,-4,-0.9,1,-2.4,-1,-3.6,-23,-18,-1.3
CCN(CC)S(=O)(=O)c1ccc(Cl)c(C(=O)Nc2cc(C)nn2-c2ccccc2)c1,0,-0.1,-2,-0.1,-2,-0.5,-10,-2.9,0,3,-1.3
N#Cc1c(/N=C/N2CCOCC2)sc2c1CCCCC2,4,10,3,1.3,18*,2.6,-8,5.4,-2,2,0.3
Cc1ccc(CC2SC(N)=NC2=O)cc1 (stereo unspecified),0,-2.7,4,-1.0,1,-0.9,-1,1.9,2,2,-0.3
CCOC(=O)Cc1csc(NC(=O)Cn2cnc3c2c(=O)n(C)c(=O)n3C)n1,-5,-1.9,-1,-0.5,0,-0.3,-3,-1.3,1,-3,-0.9
O=C(Nc1nc2c(s1)CN(Cc1ccccc1)CC2)C1CCCC1,-1,2.9,-17,-0.3,-2,0.1,4,-1.4,-16,-8,-0.4
O=C(COC(=O)Cn1[nH]c(=O)c2ccccc2c1=O)NNC(=O)c1ccccc1,5,1.4,-1,0.3,0,-0.6,1,1.6,2,0,0.3
O=C1C(c2ccccc2)c2ccccc2N1Cc1ccccc1 (stereo unspecified),0,-0.2,-1,1.3,-4,-0.9,-4,-0.6,0,2,-0.8
COC(=O)[C@H](Cc1ccccc1)NC(=O)[C@H]1C[C@@]2(N3CCCC3)c3ccccc3N(C(=O)OC(C)(C)C)[C@H]2N1C(=O)OC(C)(C)C,0,-3.0,3,/,1,0.0,-3,1.7,0,0,-1.7
CCOC(=O)C1=C(C)OC(=Cc2ccccc2)C1=O,-4,0.3,-7,0.1,-1,-0.4,3,0.0,-12,-7,-1.2
COc1ccc(CCN2CC(C(=O)N(C)CC(=O)Nc3ccc(F)c(F)c3F)CC2=O)cc1OC (stereo unspecified),2,-1.3,-1,0.6,-5,0.7,-3,0.5,-1,11*,-0.7
Cc1ccc(C)c2[nH]c(=O)c(CCNC(=O)c3ccc(S(=O)(=O)N(C)C)cc3)cc12,-4,-4.7,-2,-0.7,-2,-0.9,-4,-2.2,1,0,-1.2
O=C(CCc1nnc2ccc(NCc3ccco3)nn12)Nc1ccccc1F,1,1.9,-5,1.0,-1,-0.2,-1,1.7,-11,-3,-1.2
CC(CCc1ccccc1)NC(=O)c1cccnc1 (stereo unspecified),-1,1.2,-2,-0.9,0,0.2,2,-0.8,0,1,-0.5
CC(C)CC(COCc1cccc(C(F)(F)F)c1)N1CCN(C(=O)c2cccc(C(F)(F)F)c2)CCC1=O (stereo unspecified),-2,-1.6,7,-0.4,2,-0.3,-7,-1.1,5,9.6*,-1.3
C/C(=N\NC(=O)C1CC1c1ccccc1)c1ccc(C)s1 (stereo unspecified),4,-1.1,-5,0.2,-2,-0.9,0,-0.6,0,-3,-0.7
Cn1cc(CC(=O)NCCCN2CCCC2)c2ccccc21,5,-2.5,-3,-0.2,-4,0.2,4,-0.4,4,5,0.6
Cc1nnsc1NC(=O)OCc1ccc(Cl)cc1Cl,3,-2.9,10*,-2.0,-9,0.0,10,-0.9,8,8,-1.8
O=S(=O)(c1cccc(NC(=S)N2CCN(c3ccccc3F)CC2)c1)C(F)F,5,-3.4,0,0.2,-3,-1.0,-3,-1.6,-1,-3,-2.0
COc1cc(/C=N/NC(=O)c2ccccn2)ccc1OC(=O)c1ccc(Br)cc1,0,5.4,-3,1.6,3,2.1,-2,2.2,-9,0,-0.4
O=C(CCCOc1ccccc1)OCn1nnc2ccccc2c1=O,5,-0.6,-2,2.4,1,-0.4,/,-0.1,-11,0,-0.7
CN(C(=O)c1ccc2c(=O)n3c(nc2c1)CCCCC3)c1cccc(Cl)c1,-1,-2.1,3,-1.4,0,0.3,-2,-2.3,-5,3,-0.8
COc1ccc(C=NCCc2ccc(OC)c(OC)c2)cc1OC,-1,2.7,-6,0.0,-6,1.2,2,-1.7,-3,1,-1.1
Cn1c(=O)c2c(ncn2Cc2ccccc2)n(C)c1=O,-2,-1.8,-1,-0.1,-4,-0.7,-4,-1.5,3,1,-1.6
CCCC/C=C1/[C@H](c2ccccc2)N(C)C2=N[C@@H](c3ccccc3)CC(=O)N21,1,-2.6,0,/,/,/,3,-4.0,-8,-2,-1.8
Cc1ccc(CN2CCC(=O)N2)cc1,5,-0.6,-3,2.9,0,-0.5,0,0.1,0,1,-0.7
O=C(COc1ccccc1F)Nc1ccc(S(=O)(=O)Nc2nccs2)cc1,2,-5.3,-2,1.4,-2,-0.2,-1,-1.3,-3,3,-1.1
O=C(c1cccc(NS(=O)(=O)c2ccccc2)c1)N1CCCC1,1,1.1,-5,0.3,-1,1.0,4,-1.7,-8,-2,-1.0
CN1CCN(CCCCOc2ccccc2C=O)CC1,1,4.5,-7,0.7,2,-0.7,-1,-1.0,-20,-17,-0.8
O=S(=O)(CC1NCc2ccccc21)NCc1ccc(F)cc1 (stereo unspecified),-1,0.7,3,/,-2,-0.1,4,1.6,-10,-7,0.6
COc1ccccc1-c1nc(C#N)c(N2CCN(C(=O)c3ccco3)CC2)o1,-1,-2.7,-16,-0.3,-1,1.3,1,0.7,-8,-3,-0.4
CCOc1ccccc1NC(=O)COC(=O)c1ccccc1SCC(=O)N1CCCC1,0,1.7,-3,-1.5,3,1.6,-5,-1.2,-1,0,-0.5
CC(=O)Nc1ccc(-c2csc(NNC(=O)c3ccccc3)n2)cc1,-3,-2.4,2,3.5,-3,0.1,1,0.7,-18,-15,-1.9
COC(=O)c1ccc(C)c(NC(=O)CCNC(=O)c2ccc([N+](=O)[O-])cc2)c1,0,-2.0,1,-0.3,-6,0.0,-3,0.6,1,6,-0.7
COc1ccc(CCC(C)NC2CCCCCCC2)cc1 (stereo unspecified),-4,1.8,-3,2.3,-1,0.1,3,-0.8,-5,-1,0.5
COc1ccc(Nc2c3c(nc4ccccc24)CCC3)cc1,-1,-2.2,2,-0.9,-2,-0.7,0,-2.5,-2,-1,-0.7
Cc1ccc(SCCN2CCC(C(C)(C)C)CCC2=O)cc1 (stereo unspecified),14*,5.1,2,2.0,5,0.2,-7,4.5,6,4,-0.2
Cc1nc2ccc(NC(=O)c3ccc([N+](=O)[O-])cc3[N+](=O)[O-])cc2s1,0,1.9,2,-0.9,1,-0.8,2,0.5,-1,4,-1.1
Cc1ccccc1NC(=O)CSc1nc2ccccc2c(=O)n1C,-2,-4.0,6,-2.5,-4,-0.8,1,-2.8,-5,2,-2.2
COc1ccccc1N(Cc1cc(=O)[nH]c2ccccc12)C(C)=O,2,-0.1,-3,-0.9,-3,-0.5,-5,2.1,5,5,-0.6
Cc1ccc(C(=O)Nc2ccc3c(c2)OCO3)cc1Cl,2,18*,-4,4.8*,3,11*,24*,6.1*,-16,-1,-0.2
O=C(CN1CCC2(CC1)OCCO2)c1c[nH]c2ccccc12,1,2.4,-1,/,1,0.0,-4,5.6,-2,1,0.4
CC1=C(C#N)C(NC(=O)c2ccco2)(C(F)(F)F)C(=O)N1 (stereo unspecified),-1,-0.1,-1,-0.7,0,0.9,4,0.6,5,4,-1.5
CCOC(=O)c1ccccc1NC(=O)CN(c1ccccc1OC)S(C)(=O)=O,-3,1.1,5,-0.5,-1,0.1,2,0.2,11*,7,-1.2
COCCCNc1nc2c(-c3cccc(C)c3)nnn2c2ccc(Cl)cc12,3,6.6,-12,-0.1,1,0.0,53*,0.8,-183,-126,-0.7
CC1=CC(C)C(C(=O)O)C(C(=O)Nc2cccnc2)C1 (stereo unspecified),0,-0.4,-4,0.6,1,0.4,-2,-0.4,1,2,-1.0
CCCCOC(=O)C1=C(N)N2C(=O)C(C)SC2=C(C(=O)OCC)C1c1ccc(O)c(OC)c1 (stereo unspecified),-7,1.5,-3,0.2,-1,0.1,3,-1.5,-8,0,-1.6
Cc1ccc([N+](=O)[O-])cc1N(CC(=O)NCC1CCCO1)S(C)(=O)=O (stereo unspecified),2,0.1,-3,-1.8,0,0.5,3,-0.4,2,1,-1.0
NC(=NC(=O)c1ccccc1)C1=C(O)CCC1=O,5,2.5,-1,3.2,0,0.0,1,-0.4,2,4,-0.8
O=C(Nc1sc2c(c1C(=O)NC1CC1)CCCCCC2)c1ccco1,0,1.8,2,0.1,-3,-0.1,2,0.5,-59,-44,-0.9
CNc1ccccc1/C(O)=C(\C#N)C(=O)NCc1cccc2ccccc12,-2,-0.7,-6,/,-1,0.0,42*,-1.9,-6,-5,-1.2

# Screens as filed in PubChem.
